Assay outcomes deposited in PubChem BioAssay by several laboratories.
Furin inh: human furin inhibition; P09958; inhibition, % at 30 µM; 220,000 tested, 0.061% active; purified furin, fluorogenic substrate cleavage; in the data active = inhibition above about 25%; also: inactives centre near -15
m-calpain inh: calpain II (pig) inhibition; purified calpain II, fluorogenic peptide substrate, 30 min; inhibition, % at 16 µM; 220,000 tested, 0.37% active; AID 1236;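 active = inhibition above about 50%, limit read from the data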
TbHK1 inh: blocks Trypanosoma brucei hexokinase 1 activity. recombinant TbHK1, G6PDH-coupled NADH A340. inhibition, % at 10 µM. 220,000 tested, 0.11% active. AID 1430;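 active = inhibition of 50% or more in the single-dose primary screen; inactive = inhibition below 50%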
RBBP9 inh: inhibitors of human serine hydrolase RBBP9; O75884; recombinant RBBP9, FP-Rh probe fluorescence polarization; inhibition, % at 7.94 µM; 220,000 tested, 0.2% active;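 active = inhibition above the campaign mean of all tested compounds plus 3 SD, cut at about 14% in these data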;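 also: plate controls were DMSO wells with RBBP9 for no effect and wells lacking RBBP9 protein for full effect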
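System: RBBP9 protein / Quantity: 2.5 µM RBBP9 dispensing solution, before mixing / Also added: Serine-hydrolase probe FP-Rh, 375 nM pre-mixing / Dosing: 7.94 µM single dose, 0.794% DMSO / Timing: enzyme-compound preincubation 30 min, then probe labeling 45 min, 25 °C / Signal: FP readout at 525/598 nm / Controls: DMSO-treated enzyme wells and wells lacking RBBP9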
Runt-CBFb FRET: Runt domain-CBFb interaction inhibition | Q01196+Q13951 | inhibition, % at 20 µM | AID 1496 | 220,000 tested, 0.46% active | Cerulean-Runt/Venus-CBFb FRET ratio 530/480, 1 h;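 active = inhibition over about 50% at 20 µM in the single-dose screen, limit read from the data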;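 also: 0% = DMSO wells and 100% = excess unlabeled CBFb competitor control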
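Reagent – Venus-CBFb binding partner, 100 nM · Assay system – Cerulean-tagged RUNX1 Runt domain (FRET donor) fusion protein · Input – 100 nM per protein · Incubation – two 1 h room-temperature incubations shielded from light · Measured by – FRET fluorescence · Medium – Tris buffer pH 7.5 with salts and BSA · Benchmarks – unlabeled CBFb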
p47phox inh: p47phox (human) inhibition | P14598 | inhibition, % at 24.7 µM | p47phox/p22phox peptide binding, fluorescence polarization, 2 h | 220,000 tested, 0.53% active;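 active = inhibition above about 30%, limit read from the data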;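 also: 0% = p47phox with labelled peptide and 100% = labelled peptide alone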
EBV gp42 inh: blocks Epstein-Barr virus glycoprotein 42 binding | 220,000 tested, 0.42% active | Fluorescence polarization binding assay, mP read-out | inhibition, % (tested at 21.74 µM); in the data active = inhibition above about 50%
Target sequence (Q1HVG2 whole entry, looked up): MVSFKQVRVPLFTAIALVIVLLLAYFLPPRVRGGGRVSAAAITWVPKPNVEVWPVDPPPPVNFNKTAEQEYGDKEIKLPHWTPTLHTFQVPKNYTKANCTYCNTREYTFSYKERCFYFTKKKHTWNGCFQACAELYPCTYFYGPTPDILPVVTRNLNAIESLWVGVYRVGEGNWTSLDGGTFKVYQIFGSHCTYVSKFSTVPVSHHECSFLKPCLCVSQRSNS
p97 ATPase inh: inhibitors of human p97 ATPase; P55072; recombinant p97 ATPase, Kinase-Glo ATP luminescence, 3 h; inhibition, % at 8 µM; 220,000 tested, 0.42% active; AID 1481; in the data active = inhibition above about 15%;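 also: 0% = DMSO vehicle and 100% = wells lacking enzyme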
Target sequence (P55072 whole entry, looked up): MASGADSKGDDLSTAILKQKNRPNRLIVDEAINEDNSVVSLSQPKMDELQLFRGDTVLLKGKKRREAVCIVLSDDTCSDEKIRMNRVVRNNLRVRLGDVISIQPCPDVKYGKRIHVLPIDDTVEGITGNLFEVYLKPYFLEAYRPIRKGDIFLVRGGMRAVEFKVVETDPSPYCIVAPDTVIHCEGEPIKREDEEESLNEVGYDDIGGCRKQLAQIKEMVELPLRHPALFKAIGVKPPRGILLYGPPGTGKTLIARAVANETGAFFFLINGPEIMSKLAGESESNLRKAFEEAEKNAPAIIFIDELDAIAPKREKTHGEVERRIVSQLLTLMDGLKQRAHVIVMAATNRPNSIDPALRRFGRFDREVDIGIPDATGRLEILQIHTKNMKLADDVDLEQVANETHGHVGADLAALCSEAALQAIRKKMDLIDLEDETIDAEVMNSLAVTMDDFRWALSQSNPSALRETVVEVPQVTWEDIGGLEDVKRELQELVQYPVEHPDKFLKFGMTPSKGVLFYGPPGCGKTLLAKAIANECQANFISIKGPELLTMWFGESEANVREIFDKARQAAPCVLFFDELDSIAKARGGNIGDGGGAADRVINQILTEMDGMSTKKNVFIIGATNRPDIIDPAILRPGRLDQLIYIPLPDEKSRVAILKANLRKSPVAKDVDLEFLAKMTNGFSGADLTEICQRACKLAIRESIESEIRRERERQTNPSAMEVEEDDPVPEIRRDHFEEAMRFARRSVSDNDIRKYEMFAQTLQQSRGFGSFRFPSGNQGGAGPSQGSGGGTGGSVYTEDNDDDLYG
Runt-SMMHC FRET: inhibitors of human RUNX1 Runt domain binding to CBFb-SMMHC | Q01196+Q13951 | Cerulean-Runt/Venus-CBFb-SMMHC FRET ratio 530/480, 1 h | inhibition, % at 20 µM | 220,000 tested, 0.74% active;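 active = mean inhibition across duplicate retests at 20 µM reaching about 50%, limit read from the data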;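 also: 0% = DMSO wells and 100% = wells with excess untagged CBFb-SMMHC; inhibitors lower the FRET ratio by blocking Runt binding to CBFb-SMMHC; some results filed as inactive read as strong as hits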
An asterisk follows results filed as active; / = no result given; [ ] = dose if it differs, or a comment.

Runt-SMMHC FRET | p97 ATPase inh | Furin inh | RBBP9 inh | p47phox inh | Runt-CBFb FRET | m-calpain inh | TbHK1 inh | EBV gp42 inh | Compound
8 | 0 | -25 | 0 | -13 | 1 | -103 | 0 | -22 | COC(=O)c1[nH]c2ccc(C)cc2c1NC(=O)C(C)N1CCN(C2CCCCC2)CC1 (stereo not drawn)
-3 | / | -31 | / | 9 | -6 | -32 | -2 | -23 | Cc1cccc(CNc2ccc(C(CC(N)=O)NC(=O)Cc3cccc4ccccc34)cc2[N+](=O)[O-])c1 (stereo not drawn)
-4 | -6 | 0 | 2 | 2 | -1 | -53 | -1 | -15 | Cc1ccc(-c2nnc(-n3nnc4ccccc43)c3ccccc23)cc1
3 | -5 | -10 | -8 | -14 | 3 | -4 | -38 | -17 | CN(C)c1ccc(-c2nc3ccccc3c(=O)[nH]2)cc1
3 | 6 | -13 | 11 | -9 | 0 | -15 | -25 | -4 | CCOC(=O)N1CCN(c2c(N3CCN(c4ccccc4F)CC3)c(=O)c2=O)CC1
-7 | 4 | -4 | -7 | -6 | -5 | 3 | -42 | -5 | O=C(/C(N=Nc1cccc(C(F)(F)F)c1)=C(/O)c1cccs1)C(F)(F)F
0 | 3 | -9 | 1 | 1 | 0 | 32 | -8 | 7 | CCN(CC)c1ncnc2sc(C(=O)N3CCN(c4ccc(OC)cc4)CC3)c(C)c12
1 | 3 | -17 | 5 | -19 | -1 | 28 | -1 | -4 | O=c1cc(CO)oc(CN2CCN(c3ccccc3)CC2)c1O
-1 | 4 | -25 | -6 | -81 | 1 | -39 | 2 | -31 | O=C(COC(=O)c1cccc(S(=O)(=O)N2CCc3ccccc32)c1)Nc1ncc(C(F)(F)F)cc1Cl
3 | -9 | -18 | -6 | -13 | -2 | -29 | 1 | -14 | COc1ccccc1N1CC(C(=O)OC(C)C(=O)N2CCCc3ccccc32)CC1=O (stereo not drawn)
-1 | 4 | -19 | -43 | -41 | -1 | -67 | -4 | -5 | N#CCC(=O)Nc1ccc(C(=O)OCC(=O)Nc2cccc(C(F)(F)F)c2)cc1
-5 | -7 | -1 | -1 | -9 | -3 | 15 | 26 | -2 | CCOC(=O)C1=C(C)Nc2nc3ccccc3n2C1c1cccs1 (stereo not drawn)
-5 | / | -15 | / | 1 | 4 | 20 | -6 | -23 | O=C1NC[C@H](c2ccccc2)N(CC2CCCCC2)C1=O
2 | 0 | -21[20 µM] | -6 | -14 | 2 | -11 | 3 | -7 | O=C(O)C1CCCCC1C(=O)NCc1ccccc1 (stereo not drawn)
3 | 6 | -31 | -7 | -13 | 2 | 13 | -9 | -9 | O=C1CSC(c2ccccc2)N1c1cccnc1 (stereo not drawn)
0 | -5 | 0 | -7 | 2 | -3 | 15 | 6 | 1 | CCC1CCc2c(n(C)c3ccccc3c2=O)O1 (stereo not drawn)
0 | -5 | -8 | -6 | -12 | -1 | 22 | 11 | -4 | Cc1ccc(NS(=O)(=O)c2cc(C(=O)N3CCCC3)ccc2C)cc1C
-3 | -4 | -4 | -12 | -10 | 0 | 19 | -21 | -15 | COc1ccc(Nc2nccc3c2nnn3C)cc1
-2 | 3 | -9 | 9 | 11 | 0 | -15 | -5 | -12 | O=C(CCCn1c(=O)[nH]c2cc(Cl)ccc2c1=O)NCC1CCCO1 (stereo not drawn)
-37 | 8 | -10 | 3 | -24 | -22 | -19 | -11 | -172 | COc1cc(/C=C2/C(=O)CNC2=O)ccc1O

Five entries picked at random from those above:
Runt-SMMHC FRET | p97 ATPase inh | Furin inh | RBBP9 inh | p47phox inh | Runt-CBFb FRET | m-calpain inh | TbHK1 inh | EBV gp42 inh | Compound
3 | -5 | -10 | -8 | -14 | 3 | -4 | -38 | -17 | CN(C)c1ccc(-c2nc3ccccc3c(=O)[nH]2)cc1
-4 | -6 | 0 | 2 | 2 | -1 | -53 | -1 | -15 | Cc1ccc(-c2nnc(-n3nnc4ccccc43)c3ccccc23)cc1
-7 | 4 | -4 | -7 | -6 | -5 | 3 | -42 | -5 | O=C(/C(N=Nc1cccc(C(F)(F)F)c1)=C(/O)c1cccs1)C(F)(F)F
0 | 3 | -9 | 1 | 1 | 0 | 32 | -8 | 7 | CCN(CC)c1ncnc2sc(C(=O)N3CCN(c4ccc(OC)cc4)CC3)c(C)c12
-3 | / | -31 | / | 9 | -6 | -32 | -2 | -23 | Cc1cccc(CNc2ccc(C(CC(N)=O)NC(=O)Cc3cccc4ccccc34)cc2[N+](=O)[O-])c1 (stereo not drawn)

(list continues)
Runt-SMMHC FRET | p97 ATPase inh | Furin inh | RBBP9 inh | p47phox inh | Runt-CBFb FRET | m-calpain inh | TbHK1 inh | EBV gp42 inh | Compound
-2 | -2 | -15[20 µM] | 3 | -20 | 1 | -3 | -7 | -6 | CCCOc1ccc(C(=O)CCC(=O)OCC(=O)Nc2cc(C)on2)cc1
0 | -3 | -16[20 µM] | -2 | -18 | 0 | 16 | -2 | -16 | CCCCOc1ccc(C(=O)NCC(=O)OC2CCOC2=O)cc1 (stereo not drawn)
-4 | 4 | -12 | -4 | 2 | 0 | -7 | -13 | -2 | O=C(CC1C(=O)NCCN1Cc1ccc(Cl)c(F)c1)NCC1CCOCC1 (stereo not drawn)
-1 | 1 | -21 | -6 | -14 | -1 | 4 | 6 | -9 | CC(C)C(O)(C(=O)NNc1ccccc1)C(C)C
2 | 0 | -4 | -4 | -8 | / | 2 | 11 | -3 | CCCCCCCC(=O)NC(Nc1ccc(S(N)(=O)=O)cc1)C(Cl)(Cl)Cl (stereo not drawn)
-1 | -1 | -21 | -2 | -2 | -16 | -4 | 0 | 15 | NC(=O)c1cccc(N=Cc2cc(Cl)cc(Cl)c2O)c1
-102 | 5 | -14 | 0 | -26 | -2 | -49 | -8 | 4 | CCOC(=O)c1sc(N)c(C#N)c1CSc1nc2ccc(OCC)cc2[nH]1
0 | 6 | -24[20 µM] | 0 | -4 | -2 | -8 | 1 | -11 | CSc1nc2cc(F)c(F)cc2n1C
-5 | 2 | -31 | -8 | -4 | -2 | -5 | -2 | -9 | CCOC(=O)Cc1csc(NC(NC(=O)CC)(C(F)(F)F)C(F)(F)F)n1
-4 | -1 | -25 | -3 | -3 | 2 | 29 | -7 | -5 | O=C(COC(=O)c1ccc(=O)n(Cc2ccccc2)n1)Nc1ccc2c(c1)OCCO2
-3 | 4 | -19 | -7 | -16 | 0 | -13 | -29 | -20 | O=C(c1cc2c(=O)oc3ccccc3c2s1)N1CCOCC1
0 | 11 | -17[20 µM] | 4 | -2 | 2 | -16 | 2 | -7 | CCn1nnc(C(=O)O)c1C(=O)O
6 | 3 | -1[20 µM] | -9 | 2 | 1 | 15 | 1 | -1 | NNC(=O)CNC(c1ccccc1)c1cc(Br)ccc1NC(=O)c1ccccc1Br (stereo not drawn)
7 | 2 | -26 | -6 | -3 | -1 | 20 | 5 | 1 | CC12C=CC3(CN(Cc4ccccc4)C(=O)C3C1C(=O)NC1CC1)O2 (stereo not drawn)
-2 | -1 | -18 | -2 | -1 | -1 | 3 | 6 | 5 | CS(=O)(=O)N1CCCC(C(=O)Nc2ccc(Br)cc2F)C1 (stereo not drawn)
-2 | -3 | -12 | -6 | 0 | -2 | 15 | 4 | -13 | O=P(c1cccs1)(c1cccs1)c1cccs1
-3 | 6 | -24 | -2 | -4 | 0 | -6 | 2 | -37 | COc1cc(C(=O)OCC(=O)NC2CCS(=O)(=O)C2)ccc1OCc1c(C)noc1C (stereo not drawn)
0 | -4 | -13 | -8 | -12 | 2 | -36 | -1 | -12 | CCn1c(N2CCN(CC(=O)c3ccc(OC)cc3)CC2)nc2ccccc21
-2 | 3 | -18[20 µM] | -3 | -22 | 1 | -27 | -6 | -17 | COc1ccccc1NS(=O)(=O)c1cccc(C(=O)N/N=C(\C)c2ccc(-n3ccnc3)cc2)c1
-5 | 0 | -28 | -14 | -13 | -2 | 10 | -25 | -10 | Cc1ccc2oc(=O)c3cc(C(=O)NCc4ccco4)sc3c2c1
3 | -4 | -31 | -3 | 7 | -3 | -56 | -21 | 2 | C=CCn1c(=NC(=O)C2CCCCC2)sc2cc(NC(C)=O)ccc21
-2 | 3 | -23 | -6 | 4 | -2 | -82 | 0 | -14 | CSCCC(C(=O)OC1CCOC1=O)N1C(=O)c2ccccc2C1=O (stereo not drawn)
0 | 2 | -21 | 1 | 0 | -3 | 2 | 1 | 5 | COCCNC(=O)c1ccc(CN2CCc3ccccc3C2)cc1
-2 | 3 | -11 | 0 | -19 | 2 | 15 | 9 | -13 | O=C(CSc1cccs1)Nc1ccc2ccccc2c1
2 | -3 | -2 | -3 | 7 | 0 | 34 | 9 | 3 | Cc1cc(S(=O)(=O)N(Cc2ccccc2F)C2CC2)ccc1-n1cnnn1
-2 | 0 | -19 | -4 | 7 | -1 | -14 | -8 | 0 | O=S(=O)(CC(CN1CCOCC1)N1CCOCC1)c1ccccc1 (stereo not drawn)
-8 | 2 | -14[20 µM] | -9 | -4 | -1 | 26 | -5 | 8 | CCC(=O)c1ccc(O)c(CC=C(C)C)c1
0 | 5 | 11 | 0 | -15 | 24 | -82 | 4 | -12 | Cc1cccc2sc(NNC(=O)c3ccc(S(=O)(=O)N4CCc5ccccc5C4)cc3)nc12
-3 | 3 | -26 | -3 | -100 | -2 | -6 | -2 | -9 | CC1=NN(c2nc(-c3ccc(C#N)cc3)cs2)C(=O)C1
/ | -8 | -13 | -10 | 1 | / | 32 | 8 | 0 | Cn1c(CCc2nc3ccccc3[nH]2)nnc1SCC#N
2 | -7 | -8 | -12 | -2 | 0 | 12 | -13 | 5 | COc1ccc2cc(CN(CC3CCCO3)C(=O)Nc3ccccc3OC)c(=O)[nH]c2c1 (stereo not drawn)
2 | 5 | -32 | -1 | 19 | 0 | -36 | -5 | -15 | Cc1ccc(O)c(CCc2ccc(O)cc2)n1
-4 | 3 | -10 | -9 | -13 | 0 | -8 | -7 | -14 | NC(=S)N=Nc1c(O)n(Cc2ccc(F)cc2)c2ccccc12
-2 | 1 | -30 | -3 | -1 | 2 | -10 | 4 | 7 | CCn1c(SCc2cccnc2)nnc1-c1c[nH]c2ccccc12
3 | 6 | -31 | 11 | -7 | 1 | -5 | -14 | -10 | Cc1nc(/N=C(\N)N(C)C)[nH]c(=O)c1C
-2 | 4 | -13 | -6 | -10 | 0 | -58 | 32 | 1 | O=C(OC1CCOC1=O)c1cccc(S(=O)(=O)Nc2cccc(Cl)c2)c1 (stereo not drawn)
-1 | 0 | 0 | 2 | -112 | 0 | -45 | 0 | -45 | O=C(c1ccccc1)[C@@H]1[C@@H](C(=O)c2ccc(F)cc2)[C@@]2(C(=O)Nc3ccccc32)[C@H]2c3ccccc3C=CN12
2 | -3 | -7 | -9 | -9 | 1 | 23 | 0 | -4 | O=C(O)CC(Cc1ccc(Cl)cc1)C(=O)NCc1ccccc1 (stereo not drawn)
-3 | 2 | -22 | -2 | -2 | 1 | 13 | -2 | 2 | C=CCNC(=S)N1CCc2c([nH]c3ccccc23)C1C (stereo not drawn)
1 | 2 | -28 | -7 | -7 | 0 | 6 | 5 | 1 | N/C(=N\OC(=O)C12CC3CC(CC(C3)C1)C2)c1ccccn1
-2 | 4 | -8 | 6 | / | -1 | / | 2 | / | O=C(Cc1c(O)c2ccccc2[nH]c1=O)NCc1cccc(F)c1
